MEKK2wt PB1 HTS – raises or lowers MEK5 binding to wildtype human MEKK2 PB1 domain; AID 1531; 290,000 compounds, 1.1% hits; bead flow cytometry, Alexa488-MEK5 binding to MEKK2 WT; actives lie on both sides; binding response (% of control), % at 10 µM; Q9Y2U5; in the data active means binding response below about 67% or above about 130%; inconclusive means no clear call, values can overlap the other calls; inactive means in between
VIM-2 inhibitor – blocks Pseudomonas aeruginosa VIM-2 metallo-beta-lactamase | purified VIM-2, nitrocefin hydrolysis, epi-absorbance fluorescence | 290,000 compounds, 0.89% hits | inhibition, % at 5.6 µM | AID 1527;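 active means inhibition above the mean of all tested compounds plus 3 SD, cutoff set per screening run, cut at about 7.5% in these data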;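 further: red hydrolysis product quenches plate fluorescence so inhibitors raise well fluorescence; 0% = enzyme with DMSO and 100% = DMSO without enzyme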
UBC9 SUMO inh – blocks human SUMOylation mediated by UBC9; P63279; HTRF SUMOylation assay, SAE1/SAE2 + UBC9, in vitro; inhibition, % at 35 µM; 290,000 compounds, 0.36% hits; AID 2006; in the data active means inhibition above about 50%, passing the limit was not always enough; inconclusive means no clear call, values can overlap the other calls; further: strong numbers were not always called active
Target sequence (P63279 whole entry, looked up): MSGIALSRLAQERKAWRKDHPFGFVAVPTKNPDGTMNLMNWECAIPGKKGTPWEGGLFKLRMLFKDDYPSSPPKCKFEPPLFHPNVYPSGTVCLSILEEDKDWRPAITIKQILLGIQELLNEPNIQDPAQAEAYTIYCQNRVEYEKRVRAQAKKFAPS
NALP1 inh – inhibitors of NALP1 inflammasome in yeast; S. cerevisiae NALP1/ASC/caspase-1 growth, X-gal OD620, 72 h; inhibition, % at 10 µM; 280,000 compounds, 0.61% hits; AID 2071; in the data active means inhibition mostly above about 24%, no sharp cut-off; inactive means mostly below about 32%; further: some compounds called inactive have numbers as strong as hits
DNA FID counter – counter-screen for HCV NS3 helicase inhibitors: DNA intercalator displacement; 290,000 compounds, 0.17% hits; inhibition, % at 7.9 µM; DNA fluorescent intercalator displacement, fluorescence; AID 1845; in the data active means inhibition above about 37%;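 further: 0% = vehicle and 100% = reference compound; higher means more ethidium bromide displaced from hairpin DNA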
M18AAP inhibitor – PfM18AAP enzyme inhibition; recombinant PfM18AAP, H-Glu-NHMec fluorogenic cleavage; inhibition, % at 7.35 µM; 290,000 compounds, 1.2% hits; AID 1822;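 active means inhibition above the campaign mean inhibition over all tested compounds plus 3 SD, cut at about 28% in these data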;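 further: 0% = plate median of test compound wells and 100% = 2 mM ZnCl2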
IMP-1 inhibitor – blocks Pseudomonas aeruginosa IMP-1 metallo-beta-lactamase; 290,000 compounds, 0.45% hits; inhibition, % at 5.6 µM; purified IMP-1, nitrocefin hydrolysis, epi-absorbance fluorescence; AID 1556;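 active means inhibition above the mean plus 3 SD of all compounds in the same screening run, cut at about 4.5% in these data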;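 further: 0% = IMP-1 with DMSO and 100% = DMSO wells lacking enzyme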
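assay system = purified recombinant IMP-1 metallo-beta-lactamase enzyme | schedule = 15 min preincubation plus 25 min reaction at 25 °C | signal = Epi-absorbance fluorescence, 480 nm excitation, 530 nm emission | read-out basis = percent inhibition from optical density relative to buffer-blank wells | controls = IMP-1 with DMSO as 0%, enzyme-free DMSO as 100%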
MEKK2mut PB1 HTS – signal of MEK5 binding to mutant human MEKK2 PB1 domain; bead flow cytometry, Alexa488-MEK5 binding to MEKK2 mutant; percent response, % at 10 µM; 290,000 compounds, 0.35% hits; in the data active means percent response above about 24%, passing the limit was not always enough; further: inactives centre near 1; some results filed as inactive read as strong as hits
HCV NS3 hel inh – HCV NS3 helicase inhibition | NS3 helicase DNA unwinding, Cy5 molecular beacon fluorescence | inhibition, % at 10.9 µM | 290,000 compounds, 0.56% hits | AID 1800;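 active means inhibition above the mean of all tested compounds plus 3 SD, set per campaign, cut at about 35% in these data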;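 further: 0% = DMSO wells and 100% = thioflavine S control wells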
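Assay system – hepatitis C virus NS3 helicase domain fragment enzyme · Buffer or medium – MOPS pH 6.5, MgCl2, DTT, Tween20, BSA · Reagent – Cy5/quencher beacon DNA duplex and ATP to start · Compound – single 10.9 µM dose · Timing – 1 h at 25 °C · Technique – Cy5 beacon fluorescence read at start and 1 h · Measure – % inhibition of unwinding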
An asterisk follows results filed as active; ? = inconclusive; / = no result given.

SMILES	MEKK2wt PB1 HTS	VIM-2 inhibitor	UBC9 SUMO inh	NALP1 inh	DNA FID counter	M18AAP inhibitor	IMP-1 inhibitor	MEKK2mut PB1 HTS	HCV NS3 hel inh
O=C(Nc1cccc(Cl)c1)Nc1csc([N+](=O)[O-])c1	126	-0.9	3	4	25	-2	-2.3	12	3
Cc1ccc(S(=O)(=O)Nc2ccc3c(c2)nc(C)n3C)cc1	106	-3.4	-4	-3	-8	2	-1.8	15	-9
O=C(/C=C/c1cccc(O)c1)c1cccnc1	96	-4.5	-3	4	4	11	-3.1	-2	-5
COCC(=O)NCCSc1c(C)[nH]c2ccccc12	111	-3.0	6	16	-1	4	1.1	14	2
Cc1cc([N+](=O)[O-])nn1CC(=O)NCCCN1CCOCC1	109	0.2	13	9	-1	-4	-2.2	7	-1
CCC(=O)Nc1cc(-c2nn(C)c(=O)c3ccccc23)ccc1N1CCCCC1	101	-2.1	8	4	-1	-12	-4.7	2	3
CC(=O)Nc1ccc(S(=O)(=O)NCC(=O)OCC(=O)c2cc(C)n(-c3ccc4c(c3)OCO4)c2C)cc1	91	-2.0	4	8	-16	9	-2.5	-2	-1
Cn1c(N)c(C(=O)c2ccc(C#N)cc2)c(=O)n(C)c1=O	107	-3.1	13	23	6	5	1.2	16	2
Cc1cccc(/C=C2\Oc3cc(OS(C)(=O)=O)ccc3C2=O)c1	101	-1.9	-9	36	3	-4	-0.8	-1	2
Cc1c(NC(=O)CSc2ccccc2C(=O)Nc2cccnc2)c(=O)n(-c2ccccc2)n1C	109	-2.2	2	5	-6	-8	-1.1	12	-9
COC(=O)C1=C(C)N(C)C(=S)NC1c1ccc(OC)cc1OC (centres undefined)	93	-1.6	4	-21	-3	-1	-2.6	-9	-4
O=C(NCCc1cn2ccccc2n1)c1cc(COc2c(F)cccc2F)on1	100	1.3	12	-8	-12	2	-1.8	-10	2
COc1ccccc1CNC(=O)c1[nH]c(C)c(C(C)=O)c1C	104	-2.8	-13	21	-9	-4	0.3	1	-4
COc1ccc(CCN2CC(C(=O)NCCc3ccc(F)cc3)CCC2=O)cc1 (centres undefined)	104	-2.6	-3	3	-40	-4	-0.8	1	-5
COc1cccc(NC(=O)CN(C)C(C)C(=O)Nc2ccc(C(C)=O)cc2)c1 (centres undefined)	100	-0.7	-31	-25	-14	-5	1.0	-44	14
CC(C)CC(=O)NC(=S)NNC(=O)c1ccc(NC(=O)C2CCCCC2)cc1	91	-2.0	3	-2	-17	16	-1.7	3	6
Cc1cccc(NC(=O)C(NS(=O)(=O)c2ccc3c(c2)CCC(=O)N3)c2ccccc2)n1 (centres undefined)	102	-2.6	-25	1	-10	-5	-0.6	4	-6
COc1cc(-c2nc(-c3ccccc3)c(-c3cccs3)[nH]2)cc(OC)c1O	96	0.4	-4	-8	-4	18	-0.1	-1	15
CCc1ccc(/C=C/C(=O)c2ccc(N3CCOCC3)cc2)cc1	98	-3.6	8	30	-16	1	-3.8	0	-5
COc1ccccc1OCC(O)CN1CCOCC1 (centres undefined)	109	-1.9	9	-18	-4	4	-2.1	6	8
CCOC(=O)C1=C(C)NC(C)=C(C(=O)OCC)C1c1cc2ccc(C)cc2[nH]c1=O	99	-4.8	6	-10	-10	7	-1.4	4	4
CC1CCC2(CC1)NC(=O)N(CC(=O)NCc1cccs1)C2=O (centres undefined)	99	0.8	9	35	-6	-7	-1.2	3	-1
COc1ccc(NC(=O)Cn2nnc(C(=O)NCCc3ccccc3)c2N)cc1	96	-0.3	4	10	-14	1	-1.8	-2	14
CCN1CCN(CC(=O)Nc2cc3c(cc2C(C)=O)OCO3)CC1	103	-2.4	8	6	18	2	-1.9	2	2
CN1CCN(C(c2cccc(C(F)(F)F)c2)c2nnnn2Cc2ccccc2)CC1 (centres undefined)	109	-2.3	-10	12	21	-7	-2.5	8	-21

Already shown: 11 of the compounds above.
SMILES	MEKK2wt PB1 HTS	VIM-2 inhibitor	UBC9 SUMO inh	NALP1 inh	DNA FID counter	M18AAP inhibitor	IMP-1 inhibitor	MEKK2mut PB1 HTS	HCV NS3 hel inh
O=C(Nc1cccc(Cl)c1)Nc1csc([N+](=O)[O-])c1	126	-0.9	3	4	25	-2	-2.3	12	3
Cc1ccc(S(=O)(=O)Nc2ccc3c(c2)nc(C)n3C)cc1	106	-3.4	-4	-3	-8	2	-1.8	15	-9
O=C(/C=C/c1cccc(O)c1)c1cccnc1	96	-4.5	-3	4	4	11	-3.1	-2	-5
COCC(=O)NCCSc1c(C)[nH]c2ccccc12	111	-3.0	6	16	-1	4	1.1	14	2
Cc1cc([N+](=O)[O-])nn1CC(=O)NCCCN1CCOCC1	109	0.2	13	9	-1	-4	-2.2	7	-1
CCC(=O)Nc1cc(-c2nn(C)c(=O)c3ccccc23)ccc1N1CCCCC1	101	-2.1	8	4	-1	-12	-4.7	2	3
CC(=O)Nc1ccc(S(=O)(=O)NCC(=O)OCC(=O)c2cc(C)n(-c3ccc4c(c3)OCO4)c2C)cc1	91	-2.0	4	8	-16	9	-2.5	-2	-1
Cn1c(N)c(C(=O)c2ccc(C#N)cc2)c(=O)n(C)c1=O	107	-3.1	13	23	6	5	1.2	16	2
Cc1cccc(/C=C2\Oc3cc(OS(C)(=O)=O)ccc3C2=O)c1	101	-1.9	-9	36	3	-4	-0.8	-1	2
Cc1c(NC(=O)CSc2ccccc2C(=O)Nc2cccnc2)c(=O)n(-c2ccccc2)n1C	109	-2.2	2	5	-6	-8	-1.1	12	-9
COC(=O)C1=C(C)N(C)C(=S)NC1c1ccc(OC)cc1OC (centres undefined)	93	-1.6	4	-21	-3	-1	-2.6	-9	-4

Other records follow.
SMILES	MEKK2wt PB1 HTS	VIM-2 inhibitor	UBC9 SUMO inh	NALP1 inh	DNA FID counter	M18AAP inhibitor	IMP-1 inhibitor	MEKK2mut PB1 HTS	HCV NS3 hel inh
COc1ccc(CNC2CCCC2)c(OC)c1OC	100	-1.2	-14	7	0	4	-2.6	4	1
COc1ccc(CNC(=O)N2CCN(S(=O)(=O)c3ccccc3)CC2)cc1	102	-0.6	-1	-6	-20	-5	-0.1	0	-3
O=C(c1ccc(Cl)cc1)C(Cn1cncn1)C(Sc1ccccc1)c1ccccc1 (centres undefined)	96	-5.9	1	2	-24	2	-3.4	2	-8
CCN(CC)S(=O)(=O)c1cccc(-c2nnc(SCC(=O)NC3CCCCCCC3)n2N)c1	98	0.7	-5	8	-26	-2	-2.3	-6	-2
CC1CN(C2CCN(C(=O)COc3ccccc3)CC2)CC(C)O1 (centres undefined)	101	-4.5	-4	28	5	0	-3.1	-1	1
CC1CC(=O)c2c(cc3c(-c4c(O)cc(O)c5c(O)c6c(cc45)OC(C)CC6=O)c(O)cc(O)c3c2O)O1 (centres undefined)	91	-3.1	?	2	28	12	-1.3	-4	98*
CC(C)(C)NC(=O)COC(=O)CCC(=O)c1cccs1	99	-0.9	5	11	-1	-1	-0.9	-2	-2
CC(C)C(NC(=O)c1ccc2c(c1)OCO2)C(=O)N/N=C\c1ccco1 (centres undefined)	88	-3.6	-20	11	-8	-2	-2.4	-4	-19
CCCCC(=O)Nc1ccc(NC(=S)NC(=O)CC)cc1OC	93	0.5	-6	20	-9	-6	1.2	-1	3
CC(=O)c1ccc(NC(=O)c2sc3nc4n(c(=O)c3c2C)CCCCC4)cc1	98	0.6	/	16	-26	-8	1.8	-10	-8
COc1cccc(C2C(C#N)=C(N)OC(C(C)(C)C)=C2C#N)c1 (centres undefined)	103	0.0	13	2	-3	5	0.1	-1	-2
Cc1ccc(NC(=O)CN(c2ccc(Cl)cc2)S(=O)(=O)c2cc([N+](=O)[O-])ccc2Cl)cc1	104	-1.3	6	26	3	-2	-3.2	1	1
Cc1ccc(-n2c(=O)cc(N3CC(C)OC(C)C3)[nH]c2=O)cc1 (centres undefined)	101	-1.5	20	5	-13	-7	-1.6	6	4
CCOC(=O)c1c(NC(=O)Cc2ccccc2)sc2c1CC(C)(C)NC2(C)C	120	-1.0	-4	28	24	1	-2.6	6	-71
Cc1ccc(S(=O)(=O)c2c(N)n(C)c3nc4ccccc4nc23)cc1	95	0.3	19	2	-8	-2	-1.6	-4	-3
O=C(Nc1cccc2nsnc12)c1cccnc1Cl	99	-0.6	24	33	-2	-2	-0.7	-2	-11
CCc1ccc(C(C)NC(=O)Cc2ccc(F)cc2)cc1 (centres undefined)	89	-0.9	1	4	-6	1	-0.1	-11	-4
Brc1ccccc1OCCCCN1CCCCC1	110	-2.4	11	6	7	-16	-1.6	8	5
Cc1cc(C(=O)NNC(=S)NCC2CCCO2)cs1 (centres undefined)	108	-3.7	-16	12	-3	24	-3.8	6	-6
O=C(CN1CCc2ccccc2C1)Nc1ccc(OC(F)(F)F)cc1	93	-1.5	-10	15	-9	-3	-2.7	-4	-22
CCCC(C)c1nnc(NC(=O)C2CCCO2)s1 (centres undefined)	110	-3.4	10	33*	-5	5	-5.1	11	11
O=S(=O)(NCCc1ccccc1)c1cnc(Cl)c(Br)c1	100	-2.2	7	-4	-7	-1	-0.7	4	1
O=S(=O)(c1ccc(Cl)cc1)N1CCN(CCc2ccncc2)CC1	93	-1.4	-3	8	-14	-3	-3.9	-4	14
COc1ccc(/C=C/CN2CCN(CC(C)C)C(CCO)C2)cc1 (centres undefined)	106	-1.6	2	5	-2	6	-2.0	2	-17
O=C(O)CCCC(=O)N1N=C(c2ccccc2)CC1c1cccs1 (centres undefined)	103	-2.9	1	0	-38	6	-3.0	5	21

The list goes on:
SMILES	MEKK2wt PB1 HTS	VIM-2 inhibitor	UBC9 SUMO inh	NALP1 inh	DNA FID counter	M18AAP inhibitor	IMP-1 inhibitor	MEKK2mut PB1 HTS	HCV NS3 hel inh
COc1ccc(Cl)cc1NC(=O)COC(=O)CCCC1=NS(=O)(=O)c2ccccc2N1	101	-1.5	/	14	-22	-8	-2.1	0	-1
CC(CCc1ccccc1)NC(=O)Cn1cccc1C(=O)c1ccccc1 (centres undefined)	101	-5.8	/	4	-44	3	-1.5	2	-3
c1ccc(NCc2ccccn2)cc1	130	-2.6	9	-1	-1	-1	-2.3	6	-20
COc1cc(OC)cc(C(=O)N[C@H](C(=O)Nc2cc(C)cc(C)c2)C(C)C)c1	104	-1.1	4	15	-4	-7	-1.3	4	4
COc1ccc2c(c1)CC/C(=C\C=C\c1ccccc1OC)C2=O	61	-2.0	20	-87	-7	-3	-1.6	-3	-4
CCSc1nnc(-c2cc(Br)ccc2N)c(=O)[nH]1	104	-3.7	2	1	1	-2	-2.2	0	6
C/C(=N\OCc1ccc(C#N)cc1)c1cc2ccccc2o1	96	-1.6	-6	/	-13	6	-3.2	-2	-11
